14-3-3 Bad PPI = disrupts binding of bovine 14-3-3 zeta to phospho-Bad peptide; inhibition, % at 21.7 µM; P63103; hit rate 0.71% among 220,000; TR-FRET 14-3-3zeta/Dy647-pBad peptide displacement, 1 h;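 active means inhibition above about 70%, limit read from the data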;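 further: 0% = full 14-3-3 plus peptide FRET controls and 100% = background without 14-3-3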
Target sequence (P63103 whole entry, looked up): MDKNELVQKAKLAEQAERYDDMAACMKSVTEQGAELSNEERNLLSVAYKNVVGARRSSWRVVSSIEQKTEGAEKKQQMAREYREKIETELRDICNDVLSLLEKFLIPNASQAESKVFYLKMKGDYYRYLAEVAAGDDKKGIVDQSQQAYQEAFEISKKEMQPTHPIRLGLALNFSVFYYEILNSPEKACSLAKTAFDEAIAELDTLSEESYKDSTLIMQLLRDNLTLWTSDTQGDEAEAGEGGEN
Hck Nef HTS = inhibitors of human Hck kinase activated by Nef | P08631 | Recombinant Hck-YEEI plus Nef, Z-Lyte FRET kinase assay | inhibition, % at 20 µM | hit rate 0.68% among 220,000 | AID 463187;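 active means Hck-Nef kinase inhibition above about 50%, limit read from the data; inactive means inhibition below that limit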;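 further: 0% = DMSO with Hck plus Nef and 100% = Hck alone without Nef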
L929 necroptosis = blocks zVAD induced death of L929 cells | L929 zVAD necroptosis rescue, ATP luminescence, 24 h; with zVAD 60 µM | viability rescue, % at 10 µM | hit rate 0.38% among 220,000;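 active means activation, scaled between plate controls, above about 75%, limit read from the data; inactive means activation under that limit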;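 further: 0% = zVAD with DMSO and 100% = DMSO alone without zVAD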
Tb hexokinase = T. brucei hexokinase 1 inhibition; hit rate 0.11% among 220,000; recombinant TbHK1, G6PDH-coupled NADH A340; inhibition, % at 10 µM;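 active means inhibition of 50% or more in the single-dose primary screen; inactive means inhibition below 50%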
eIF4E-4G inh = inhibitors of eIF4E and eIF4G interaction in translation initiation. inhibition, % at 21.7 µM. P63073+Q04637. AID 782. TR-FRET eIF4E-eIF4GI(517-606) binding, 2 h. hit rate 0.37% among 220,000;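 active means inhibition above about 30%, limit read from the data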;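 further: 0% = full FRET control wells and 100% = background wells lacking eIF4GI fragment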
EP2 mod = EP2 receptor (human) modulation; P43116; EP2-expressing cells, cAMP HTRF FRET, PGE2 co-stimulation; induction, % at 25 µM; hit rate 0.83% among 260,000;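 active means compounds whose cAMP rise, as percent of the full-agonist control response, exceeds 60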;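 further: rat C6 glioma line stably carrying human EP2 under a CMV promoter; the protocol text gives 20 µM as final concentration; 100% = response of wells given 1 µM PGE2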
Target sequence (P43116 whole entry, looked up): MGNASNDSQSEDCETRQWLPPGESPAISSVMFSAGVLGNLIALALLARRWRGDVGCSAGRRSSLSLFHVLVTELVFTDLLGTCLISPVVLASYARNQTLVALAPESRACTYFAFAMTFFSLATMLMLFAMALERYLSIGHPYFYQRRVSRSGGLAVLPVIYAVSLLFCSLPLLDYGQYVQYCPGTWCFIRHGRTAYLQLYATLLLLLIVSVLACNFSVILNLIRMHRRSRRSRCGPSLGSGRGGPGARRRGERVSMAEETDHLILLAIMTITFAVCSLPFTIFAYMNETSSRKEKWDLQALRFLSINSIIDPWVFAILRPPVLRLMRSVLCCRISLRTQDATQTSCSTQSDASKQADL
EP2 antag = blocks the human prostaglandin E2 receptor EP2. AID 1422. P43116. inhibition, % at 25 µM. hit rate 0.52% among 260,000. C6 glioma cells expressing human EP2, cAMP TR-FRET; cells stimulated with saturating PGE2;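 active means percent inhibition above 40 after rounding to a whole number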;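 further: rat C6 glioma host cells with rolipram phosphodiesterase inhibitor present; the protocol text gives 20 µM as final concentration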
Rad51 HR inh = blocks human Rad51 in homologous recombination | hit rate 0.085% among 200,000 | Q06609 | hRad51 DNA strand exchange, fluorescence dequenching | inhibition, % at 10 µM;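 active means inhibition above 40% at the single screening dose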;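 further: 0% = DMSO control wells and 100% = blanks with heterologous ssDNA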
Target sequence (Q06609 whole entry, looked up): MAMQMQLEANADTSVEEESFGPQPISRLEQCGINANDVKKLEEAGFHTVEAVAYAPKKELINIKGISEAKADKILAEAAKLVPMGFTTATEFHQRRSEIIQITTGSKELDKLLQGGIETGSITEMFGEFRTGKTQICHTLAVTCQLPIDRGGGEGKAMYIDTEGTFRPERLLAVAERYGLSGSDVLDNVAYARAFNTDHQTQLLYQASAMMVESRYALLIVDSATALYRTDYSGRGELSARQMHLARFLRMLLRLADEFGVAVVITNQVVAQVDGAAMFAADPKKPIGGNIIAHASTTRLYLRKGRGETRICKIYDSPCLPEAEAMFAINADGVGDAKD
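System: human Rad51 nucleoprotein filaments preassembled on unlabelled ssDNA. Reagent: labelled 47-mer dsDNA for strand exchange. Schedule: 30-min compound preincubation and 15-min exchange, both room temperature. Measured by: FRET fluorescence dequenching, excitation 485 nm, emission 520 nm. Read-out: Fluorescence-based percent inhibition, control- and blank-normalised. Benchmarks: plate controls and plate blanks.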
Calpain2 inh = blocks pig calpain II enzyme activity. hit rate 0.37% among 220,000. purified calpain II, fluorogenic peptide substrate, 30 min. inhibition, % at 16 µM;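 active means inhibition above about 50%, limit read from the data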
An asterisk follows results filed as active; i = inactive; . = not tested or not shown; & = joins results of further samples; [ ] = dose if it differs, or a comment.

The line under a structure holds: 14-3-3 Bad PPI	Hck Nef HTS	L929 necroptosis	Tb hexokinase	eIF4E-4G inh	EP2 mod	EP2 antag	Rad51 HR inh	Calpain2 inh
> O=C(CSc1ccsc1[N+](=O)[O-])Nc1cccc(F)c1
    51	32	-0.4	3	50*	-20	9	2	-20
> O=C(NCCN1CCOCC1)Nc1cccc(Cl)c1
    -11	-28	0.8	-3	-1	-6	4	25	-3
> Cc1ccc(C(=O)COC(=O)CNC(=O)c2ccc(N3C(=O)c4ccccc4C3=O)cc2)cc1C
    18	3	-0.1	8	2	-15	19	.	-3
> Cc1sc(NC(=O)c2sc3nc4c(C)cccc4cc3c2N)c(C#N)c1C
    60[fluorescence artefact?]	35	1.2	-9	-2[fluorescence artefact?]	-14	12	-64	-285
> COc1ccc(CCNC(=O)CSc2nnc3ccccn23)cc1
    -1	-11	1.1	1	-2	35	11	3	-16
> O=C(Nc1ccc(F)cc1F)c1cc(-c2ccco2)on1
    -4	2	-0.3	-10	-11	-9	8	4	0
> COCC(C)n1c(SCC(=O)NNC(=O)c2ccccc2)nc2ccccc2c1=O (stereo not drawn)
    16	3	0.6	5	1	2	5	8	3
> COc1cc(/C=N/NC(=O)COc2c(C)cc([N+](=O)[O-])cc2C)ccc1OC(=O)c1ccccc1
    -9	6	0.5	-2	5	-17	4	7	-50
> Nc1nc(-c2cccnc2)nn1C(=O)c1ccccc1Cl
    -3	2	1.1	-2	-2	13	5	-5	-19
> Cc1cc(N2CCCCC2)ccc1[N+](=O)[O-]
    -23	6	0.5	24	-1	-53	10	-31	13
> CC(NC(=O)c1cnc2n(c1=O)CCS2)c1ccccc1 (stereo not drawn)
    -4	7	1.0	2	3	21	19	-1	13
> COc1ccccc1N=C1SC(C)CN1C(=O)C1CCC1 (stereo not drawn)
    -12	1	0.1	-4	-9	-10	6	-3	-35
> COc1ccc(/C=C/C(=O)OCC(=O)Nc2c(C)cccc2C)cc1
    -12	0	3.7	1	-4	16	4	15	-34
> CS(=O)(=O)N(CC(=O)Nc1cccc(Cl)c1)c1ccccc1Cl
    0	-1	0.6	0	-22	-31	11	1	18
> Cc1cc(=O)[nH]c(SCc2nnnn2-c2ccc(Cl)cc2)n1
    5	2	0.7	7	16	10	8	-3	4
> C=CCOc1c(OC)cc(Cl)cc1C1NC(=O)NC(C)=C1C(C)=O (stereo not drawn)
    4	13	-1.1	3	2	19	18	-1	-24
> CCC(Sc1nncn1C)C(=O)Nc1nnc(-c2ccccc2Cl)s1 (stereo not drawn)
    9	1	0.1	-22	1	2	11	4	-2
> Cn1nc(C(=O)OCC(=O)Nc2sccc2C(N)=O)c2ccccc2c1=O
    -6	20	-0.4	-16	0	-34	10	.	-25
> CCOCC(=O)Nc1cc([N+](=O)[O-])ccc1OC
    2	-2	0.0	-9	5	-3	7	.	21
> Cc1sc2ncnc(NCC(c3ccco3)N(C)C)c2c1C (stereo not drawn)
    82*	0	-0.1	-6	4	1	4	-11	-7

Complete entries as entered above. Order of screens: 14-3-3 Bad PPI	Hck Nef HTS	L929 necroptosis	Tb hexokinase	eIF4E-4G inh	EP2 mod	EP2 antag	Rad51 HR inh	Calpain2 inh
`COc1ccc(/C=C/C(=O)OCC(=O)Nc2c(C)cccc2C)cc1` is entered as -12	0	3.7	1	-4	16	4	15	-34
`Cc1cc(=O)[nH]c(SCc2nnnn2-c2ccc(Cl)cc2)n1` is entered as 5	2	0.7	7	16	10	8	-3	4
`Cc1sc(NC(=O)c2sc3nc4c(C)cccc4cc3c2N)c(C#N)c1C` is entered as 60[fluorescence artefact?]	35	1.2	-9	-2[fluorescence artefact?]	-14	12	-64	-285

Next part.
The line under a structure holds: 14-3-3 Bad PPI	Hck Nef HTS	L929 necroptosis	Tb hexokinase	eIF4E-4G inh	EP2 mod	EP2 antag	Rad51 HR inh	Calpain2 inh
> N/C(=N\OC(=O)CCCCCN1C(=O)c2ccccc2C1=O)c1ccccc1
    -8	2	0.1	1	-10	2	3	-1	45
> COc1ccc(/C=N/NC(=S)NC2CCS(=O)(=O)C2)cc1 (stereo not drawn)
    -4	0	0.4	-34	-6	-13	4	4	20
> O=c1oc2ccccc2c2c1ncn2CCN1CCOCC1
    1	6	-1.1	-3	2	23	5	0	-14
> CCCSc1nc2cc(C)c(C)cc2n1CC(O)CO (stereo not drawn)
    0	-1	-0.8	3	-1	-9	1	-1	16
> CN(C(=O)COC(=O)c1c[nH]c(=O)[nH]c1=O)C1CCCCC1
    -12	0	-0.2	-6	0	13	5	8	-40
> O=C(O)C1CCCCC1C(=O)Nc1ccc(Cl)cc1 (stereo not drawn)
    1[fluorescence artefact?]	0	0.0	-2	25[fluorescence artefact?]	13	5	.	-5
> CCn1c(C(=O)Nc2ccsc2C(=O)OC)cc2sc(Cl)cc21
    -4	2	1.4	-28	4	28	12	-2	-11
> COc1ccc(-n2c(/C=C3\C(=O)N(C)c4ccccc43)nc3ccccc3c2=O)cc1
    2	11	0.2	-6	-8	-2	1	7	12
> Cc1cc(C)nc(NS(=O)(=O)c2ccc(NC(=O)CSc3nc4ccccc4[nH]3)cc2)n1
    6[fluorescence artefact?]	2	0.6	-7	-1[fluorescence artefact?]	12	9	.	7
> O=C(COC(=O)c1ccccc1)Nc1cccc(S(=O)(=O)N2CCOCC2)c1
    -4	-18	11	4	2	-20	4	-1	-22
> Cc1[nH]c(=S)sc1Cc1ccc(Cl)c(Cl)c1
    10	5	0.2	3	3[fluorescence artefact?]	-20	11	5	-7
> O=S(=O)(NCC1OCCc2ccccc21)c1ccc(S(=O)(=O)N2CCOCC2)cc1 (stereo not drawn)
    2	1	-0.6	0	-2	6	4	3	-33
> S=c1[nH]nc(COc2ccccc2)n1/N=C/c1cccs1
    -12	0	0.5	-8	-2[fluorescence artefact?]	-11	6	-2	-4
> COc1ccc(NC(=O)NC2CCCCC2C)cc1 (stereo not drawn)
    1	-5	5.2	-2	5	-18	3	6	3
> O=C(CCc1nc2ccccc2c(=O)[nH]1)OCCOc1ccc(Cl)cc1
    6	1	2.9	2	1	9	-1	-6	-13
> COc1ccc(NC(=O)COC(=O)C2CCN(S(=O)(=O)c3cccs3)CC2)cc1
    -23	23	3.0	-1	1	5	5	5	-29
> CCN1CCN(Cc2ccc(NC(=O)Nc3ccccc3Cl)cc2)CC1
    -8	-1	41	8	-2	-46	10	2	1
> COc1ccccc1N1C(=O)CC(Sc2nc(C)cc(C)n2)C1=O (stereo not drawn)
    10	0	0.8	-3	-2	-8	8	-4	-8
> COc1cc(NC(=O)C(C)C)ccc1NC(=O)c1ccco1
    -2	0	1.2	-6	6	0&-27	7&9	5	-17
> CCOC(=O)C/C(C)=N/NC(=O)CN(c1ccc(Br)cc1)S(=O)(=O)c1ccccc1
    2	3	-0.4	-7	1	21	12	-6	-1
> COc1ccc(C(=O)Nc2ccccc2-c2nnn(CC(=O)NCc3ccco3)n2)cc1
    8	1	1.2	-29	-7	14	15	4	-22
> O=C1C(c2ccccc2)C(c2ccccc2)NC(c2ccccc2)C1c1ccccc1 (stereo not drawn)
    8[fluorescence artefact?]	6	0.4	4	3[fluorescence artefact?]	2	5	-9	-20
> CC(=O)Nc1cc(C(=O)N2CCc3ccccc3C2)ccc1Sc1ccc(C)cc1
    -10	1	0.2	-3	2	-43	12	-1	10
> CCNC(=O)NC(=O)C(C)OC(=O)C1CCN(S(=O)(=O)c2ccc(C)c(C)c2)CC1 (stereo not drawn)
    -8	-4	0.6	30	19[fluorescence artefact?]	-30	3	0	-3
> Cc1nn(C)c(C)c1C1C(C#N)=C(N)Oc2n[nH]c(C)c21 (stereo not drawn)
    8	-2	1.5	-6	-2	22	3	11	22
> CC(=O)Nc1cccc(NC(=O)c2oc3ccccc3c2C)c1
    -16	-1	12	1	1	-45	.	.	24
> COc1ccc(-c2ccc(SCC(=O)NCc3ccco3)nn2)cc1OC
    9	0	1.7	-3	3	-25	7	1	-3
> COc1ccc(/C=N/NC(=O)C[n+]2ccccc2)c(OC)c1OC
    -3[fluorescence artefact?]	1	1.0	-16	4	18	8	-6	-1
> NS(=O)(=O)c1ccc(CCNC(=O)C2CCN(S(=O)(=O)c3cnc[nH]3)CC2)cc1
    -6	-1	1.1	2	0	-7	4	2	7
> Clc1ccc(C2=NN=C3COc4ccccc4N3C2)cc1
    -5	2	0.2	-12	5	-42	1	6	12
> CCn1cc(C(=O)Nc2cc(C)ccc2C)c(=O)c2ccc(C)nc21
    -3	18	1.9	-2	-11	10	9	1	-19
> O=C(O)COc1ccc2nsnc2c1Cl
    34	5	2.6	-14	-3	-33	.	.	i
> Cc1csc(NC(=O)CCC(=O)N(CC(=O)NC2CCCC2)Cc2ccco2)n1
    -5[fluorescence artefact?]	0	1.8	-6	1[fluorescence artefact?]	15	9	-5	-32
> Cc1noc(NS(=O)(=O)c2ccc(NC(=O)CCN3C(=O)c4ccccc4C3=O)cc2)c1C
    -6	12	0.9	-1	-2	3	4	4	25
> COc1ccccc1N1CCN(C(=O)C(NS(=O)(=O)c2cccs2)c2ccccc2)CC1 (stereo not drawn)
    3	0	1.1	3	-12	14	10	1	-41
> O=C(O)CCCNC(=O)c1cncc(Br)c1
    -11	0	1.1	-6	-1	2	.	.	13
> CCOC(=O)C1=C(C)NC2=C(C(=O)c3ccccc32)C1c1cccc2ccccc12 (stereo not drawn)
    -2	24	-1.2	-18	-1	15	0	3	-32
> Cc1ccc(S(=O)(=O)N2CCCC2C(=O)Nc2nccs2)cc1 (stereo not drawn)
    33	4	0.0	2	-10	2	13	23	0
> O=C(c1cccc(C(=O)N2CCc3ccccc32)n1)N1CCc2ccccc21
    0	-5	-0.9	-2	-10	-22	-4	2	-17
> S=C(N/N=C/c1cccs1)NC1CC2CCC1C2 (stereo not drawn)
    -16	-1	2.1	-20	3	-13	19	6	29
> O=C(CCCc1c[nH]c2ccccc12)N1CCN(c2ccc(N3CCOCC3)nn2)CC1
    4	1	0.5	-6	-2	12	16	1	-151
> CCOC(=O)c1c(=O)n(O)c2ccc(C)cc2[n+]1[O-]
    29[fluorescence artefact?]	0	-0.2	2	-4[fluorescence artefact?]	25	13	4	20
> O=C(CSCC(=O)Nc1ccccc1)N/N=C/c1c(O)ccc2ccccc12
    6	0	60	1	-1	4	.	.	1
> O=C(CCCn1c(SCc2cccc([N+](=O)[O-])c2)nc2ccccc2c1=O)NCC1CCCO1 (stereo not drawn)
    19	16	-0.1	2	-3	-58	7	-14	-37
> NS(=O)(=O)c1ccc(CCNC(=O)CSc2nc3ccsc3c(=O)n2CCCCCC(=O)O)cc1
    -5	34	2.0	-3	-1	47	3	-8	-6
> O=C(NCC1CCCN(C(=O)c2cscn2)C1)c1ccc(-c2ccccc2)cc1 (stereo not drawn)
    0	17	1.6	-7	-4	-89	5	-12	5
> Cc1cc(C)c(C)c(S(=O)(=O)NCC(=O)NCc2ccco2)c1C
    -9	4	0.6	-6	4	21	6	.	-6
> CCOc1ccccc1NC(=O)Nc1ccon1
    -1	17	3.3	-2	-5	-22	3	.	6
> COCCNC(=S)N/N=C/c1ccc(OCc2ccc(C(=O)OC)cc2)cc1
    -7[fluorescence artefact?]	3	1.2	-20	-8[fluorescence artefact?]	10	7	0	7
> COc1cc(OC)cc(C(=O)NNC(=O)c2ccccn2)c1
    1	1	4.0	5	-1	-2	3	-5	0
> CCN(CC)C(=O)c1c([N+](=O)[O-])c(C(C)(C)C)nn1C
    1	0	0.8	-5	1[fluorescence artefact?]	10	7	1	15

Compound activity deposited in PubChem BioAssay by several laboratories.

This is a subset, so the mix of outcomes need not match the whole.
